# Bioassay records: PubChem BioAssay, several laboratories
# A340 absorber: compound light absorbance at 340 nm, profiling panel, artefact control, biochemical, MLSMR library, data from PS, PMK, MK assays; fold change at 10 µM; compound absorbance at 340 nm, fold over control; 65,000 tested, under 10 active;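 active means at 10 µM dose, initial 340 nm absorbance at least 2 fold that of control wells; inactive means change under 2 fold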;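 further: initial absorbance extrapolated from kinetic A340 decline of NADH oxidation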
# Hsp90 inh: tumor Hsp90 inhibitors, primary screen, cell lysate, fluorescence polarization, NCI-N417 lysate | inhibition, % at 30 µM | Cy3B-geldanamycin FP displacement | Heat shock protein HSP 90-alpha (Homo sapiens), P07900 | 64,000 tested, 0.35% active | AID 429, 2006;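 active means inhibition above 50%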;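 further: 0% = tracer plus lysate wells and 100% = tracer alone without lysate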
# FXIa inh mix: FXIa protease inhibitors in compound pools, primary screen, biochemical, 10-compound mixtures; Coagulation factor XI (Homo sapiens), P03951; purified FXIa, fluorogenic substrate, pooled mixtures; inhibition, % at 5 µM; 62,000 tested, 0.19% active;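 further: each value is inhibition by a whole ten-compound pool holding the compound; 0% = enzyme with no mixture and 100% = wells lacking enzyme; strong numbers were not always called active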
# Cdc25B inh: inhibitors of Cdc25B phosphatase catalytic domain, primary screen, biochemical, OMFP fluorescence | M-phase inducer phosphatase 2 (Homo sapiens), P30305 | recombinant Cdc25B, OMFP fluorescence Ex485/Em525 | inhibition, %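 (compounds tested at 10 µM final in the well)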 | 65,000 tested, 0.1% active | AID 368, 2006; in the data active means inhibition above about 50%
# Target sequence (P30305 whole entry, looked up, the tested form may be a part): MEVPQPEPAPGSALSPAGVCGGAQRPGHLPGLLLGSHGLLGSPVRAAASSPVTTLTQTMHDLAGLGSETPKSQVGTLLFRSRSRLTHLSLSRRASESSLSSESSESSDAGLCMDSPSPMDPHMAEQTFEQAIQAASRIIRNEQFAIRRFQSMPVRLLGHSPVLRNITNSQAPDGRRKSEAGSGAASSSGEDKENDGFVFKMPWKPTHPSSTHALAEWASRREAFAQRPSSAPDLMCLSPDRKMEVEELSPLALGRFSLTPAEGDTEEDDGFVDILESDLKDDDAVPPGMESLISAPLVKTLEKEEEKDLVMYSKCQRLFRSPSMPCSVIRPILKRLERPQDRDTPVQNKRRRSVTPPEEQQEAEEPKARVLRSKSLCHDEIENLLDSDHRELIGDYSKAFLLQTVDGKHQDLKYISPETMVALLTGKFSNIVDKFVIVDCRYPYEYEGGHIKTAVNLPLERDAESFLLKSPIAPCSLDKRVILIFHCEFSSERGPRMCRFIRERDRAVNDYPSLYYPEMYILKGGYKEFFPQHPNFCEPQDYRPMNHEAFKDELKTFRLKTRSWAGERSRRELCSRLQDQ
# AP ELISA ortho: alternative complement pathway inhibitors, primary screen, biochemical, ELISA, human serum, orthogonally pooled compounds; LPS-coated ELISA, C3 deposition; tested in compound mixtures; inhibition, % at 5 µM; 62,000 tested, 0.08% active; AID 1235, 2008;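 active means inhibition above 30% in each of the two pooled mixtures holding the compound, so the lower value exceeds 30%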;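 further: 0% = serum in Mg-EGTA without compound and 100% = EDTA serum blank; some compounds past the cut are filed as inactive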
#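 Test system: human serum complement alternative pathway, C3 deposition onto LPS / Medium: Mg2+-EGTA GVB++ buffer containing human serum at 1:15 dilution / Probe or stimulus: Plate-bound LPS / Times: 1 h at 37 °C / Signal: ELISA with HRP anti-human C3 antibody, TMB substrate, absorbance 450 nm / Measure: percent inhibition / Repeats: two pool placements per compound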
# MMP-13 inhibitor: human MMP13 inhibitors, primary screen, biochemical, FRET peptide cleavage; AID 570, 2006; MMP-13 fTHP FRET cleavage, Mca fluorescence; 65,000 tested, 0.07% active; inhibition, % at 4 µM;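 active means inhibition above the mean of compound-free control plate wells plus 3 SD, cut at about 14% in these data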;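 further: 0% = DMSO wells and 100% = wells with reference MMP-13 inhibitor after basal subtraction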
# FXIIa mix inh: human factor XIIa inhibitors, primary screen, biochemical, pooled compound mixtures, fluorogenic substrate; Coagulation factor XII (Homo sapiens), P00748; purified FXIIa; inhibition, % at 5 µM; 62,000 tested, 0.2% active; AID 684, 2007;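 further: 0% = enzyme without compound and 100% = no enzyme blank; some results filed as inactive read as strong as hits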
# JNK3 blocker: JNK3 kinase activity inhibitors, primary screen, biochemical, human, purified enzyme; inhibition, % at 8 µM; AID 746, 2007; HTS; 60,000 tested, 0.61% active; in the data active means inhibition above about 17%;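 further: 0% = DMSO and 100% = reference inhibitor; many of its hits are not listed in these tables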
# Target sequence (P53779 whole entry, looked up): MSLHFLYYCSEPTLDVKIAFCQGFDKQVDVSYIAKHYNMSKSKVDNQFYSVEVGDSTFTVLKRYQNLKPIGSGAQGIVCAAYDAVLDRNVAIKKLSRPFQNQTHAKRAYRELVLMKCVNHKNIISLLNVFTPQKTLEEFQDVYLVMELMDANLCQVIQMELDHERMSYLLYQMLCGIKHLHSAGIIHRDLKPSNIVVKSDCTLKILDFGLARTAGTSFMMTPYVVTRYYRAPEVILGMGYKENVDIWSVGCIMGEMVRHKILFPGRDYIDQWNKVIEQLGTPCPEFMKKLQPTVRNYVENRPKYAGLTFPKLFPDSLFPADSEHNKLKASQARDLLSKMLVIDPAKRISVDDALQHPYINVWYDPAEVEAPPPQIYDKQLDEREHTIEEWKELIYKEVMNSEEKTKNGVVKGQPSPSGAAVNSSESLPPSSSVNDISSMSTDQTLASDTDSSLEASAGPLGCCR
# MKP-1 inh: MKP-1 phosphatase inhibitors, primary screen, biochemical, in vitro; Dual specificity protein phosphatase 1 (Homo sapiens), P28562; recombinant MKP-1, OMFP hydrolysis fluorescence; inhibition, %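 (compounds tested at a single concentration somewhere between 10 and 100 µM)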; 65,000 tested, 0.15% active;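 active means inhibition above about 50%, limit read from the data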;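 further: 0% = DMSO max control wells and 100% = wells with enzyme stopped by NaOH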
# An asterisk follows results filed as active; . = not tested or not shown. Unless noted, no stated cut-off is given here; in the data, active means inhibition above about 20% (passing the limit was not always enough); inactive means the rest.
SMILES,A340 absorber,Hsp90 inh,FXIa inh mix,Cdc25B inh,AP ELISA ortho,MMP-13 inhibitor,FXIIa mix inh,JNK3 blocker,MKP-1 inh
CCc1nc(NCCN2CCOCC2)c2oc3ccccc3c2n1,0.98,-8.0,-4.7,-22.2,2.0,2.4,-0.6,4.1,-14.3
Cc1cccc(NC(=O)Cn2c(C)c(C#N)c3ccccc32)c1C,1.02,-13.7,8.6,-4.9,-25.7,5.3,-19.3,1.3,15.8
O=C(Cn1cnc2c(nnn2Cc2ccccc2)c1=O)N1CCCc2ccccc21,1.06,-0.3,2.8,-1.6,12.6,0.1,-3.8,4.0,-0.3
O=C(NCc1cccs1)C1CCCN1C(=O)Nc1ccccc1 (stereo not given),1.01,-1.7,6.4,15.2,7.0,3.0,0.9,-0.6,8.2
COc1ccccc1NC(=O)c1ccc(N)cc1,1.04,.,18.0,-8.1,15.2,0.9,-16.2,.,4.0
O=C(Nc1ccc(F)cc1)C1CCCCC1,1.02,-2.5,-2.1,10.3,-8.8,0.6,-11.7,-5.2,-8.6
Cc1cc(NS(=O)(=O)c2ccc(NC(=O)NC3CCCCC3)cc2)no1,1.03,0.5,4.0,-0.1,25.0,-1.4,11.9,-4.1,16.9
CCO/C=N/c1c(C#N)c2c(c(=S)n1C)COC(C)(C)C2,1.23,-2.7,11.9,-5.2,23.3,1.2,12.1,-19.3,11.7
CSc1nnc2c(n1)OC=Nc1ccccc1-2,1.05,-3.6,10.3,-17.9,9.8,0.7,2.1,2.5,0.7
O=C(CSc1n[nH]c(-c2ccccc2)n1)c1ccc(O)c(O)c1,1.08,76.4*,-0.4,-4.2,12.0,1.5,16.6,1.9,-6.9
COc1cc(SC)ccc1C(=O)OC1CCOC1=O (stereo not given),1.01,-1.1,-2.5,-7.8,6.4,-3.0,6.1,-1.2,2.3
O=C(COC(=O)C1CCCCC1)Nc1ccc(N2CCCCC2)cc1,1.04,.,7.5,-17.9,19.6,1.0,0.2,.,-10.2
Cc1ccc(C(=O)N(c2ccccn2)C(C)c2ccco2)cc1 (stereo not given),0.98,1.7,-0.9,-19.5,12.9,4.6,5.2,-2.5,-2.6
CC(C)N1CC23C=CC(O2)C(C(=O)OCc2ccccc2)C3C1=O (stereo not given),1.02,.,1.3,-11.5,21.3,.,7.5,.,8.6
CC(=O)Oc1cccc(N2C(=O)C3C4C=CC(C4)C3C2=O)c1 (stereo not given),1.08,1.1,4.4,7.3,11.3,4.2,-16.5,9.7,8.7
COc1ccccc1CN(C(=O)c1ccco1)C(C(=O)NC1CCCC1)c1ccncc1 (stereo not given),0.99,-8.4,16.7,-0.1,10.5,-1.6,3.8,5.5,6.3
Cc1nc2ccc(S(=O)(=O)NCC(=O)NCc3ccc4c(c3)OCO4)cc2s1,1.01,4.2,-0.1,2.5,12.4,0.8,-16.4,-4.8,7.1
CCn1ncc(Br)c1C(=O)Nc1cc(C)ccc1F,1.01,-1.4,4.3,-2.5,12.8,0.1,10.6,-0.8,-1.6
COc1cc(C(=O)N2CCC(c3nc(-c4cccnc4)no3)CC2)cc(OC)c1OC,0.99,-6.6,0.6,-4.9,15.3,6.2,1.0,2.7,-19.1
NS(=O)(=O)c1ccc(C(=O)O)cc1,1,1.8,3.9,-2.0,-20.6,-0.8,5.4,5.7,-12.7
CCCCCCS(=O)Cc1ccccc1 (stereo not given),1.03,-2.5,15.2,0.0,7.1,-9.3,-45.2,2.1,6.2
CCOC(OCC)P(=O)(c1ccccc1)c1ccccc1,1.03,1.0,5.1,-3.1,7.1,-2.5,0.3,-4.2,6.6
O=C(c1cccs1)N1CCN(C(=O)c2ccco2)c2ccccc2C1,0.99,0.4,2.1,-8.4,-5.5,-0.8,5.3,-0.8,0.2
CCOC(=O)Cn1nnc(-c2cccc(OC)c2)n1,0.96,-0.1,0.1,1.0,-24.6,1.3,-9.3,-3.0,-6.2
CC(C)N(Cc1nc(-c2ccccc2)no1)C(=O)CN1C(=O)c2ccccc2C1=O,1.05,-1.3,-2.0,1.3,16.4,2.1,-16.6,4.8,-5.2
O=C(COc1ccc(S(=O)(=O)NC2CCCCC2)cc1)N1CCN(c2ccc(F)cc2)CC1,1.02,-1.1,-2.7,-9.2,1.3,1.0,11.2,3.4,-2.8
Cc1ccc(Cn2nnc3c(=O)n(CC(=O)OCc4ccccc4)cnc32)cc1,0.98,-1.9,.,-4.2,.,-5.7,.,1.8,4.6
Cc1cccc(C)c1NC(=O)C(c1ccccc1)N1CCN(C(=O)c2ccco2)CC1 (stereo not given),0.99,-6.6,4.7,22.8,-6.8,-3.2,5.1,2.0,2.5
COc1cc(NS(=O)(=O)c2ccc(F)cc2)c(OC)cc1NC(C)=O,1.05,-1.1,-4.0,-0.9,9.1,1.0,2.2,6.4,6.9
N#CC1=C(N)Oc2c(ccc3cccnc23)C1c1cccnc1 (stereo not given),1.01,0.9,7.9,1.8,2.7,-1.1,1.4,.,0.7
Nc1c(S(=O)(=O)c2cccc(Cl)c2)c2nc3ccccc3nc2n1/N=C/c1ccc(O)c(O)c1,1.23,58.7*,14.4,25.5,14.3,3.0,2.9,-2.5,32.9
COc1ccc(-c2n[nH]c(C)c2-c2ccc(OC)c(OC)c2)c(O)c1,1.03,10.6,5.8,-6.6,20.5,-1.1,3.0,7.4,-21.7
CCOc1ccc(OCc2ccc(C(=O)N3CCCC3)o2)cc1,1.03,-2.5,2.5,-13.9,22.9,-2.8,11.8,1.2,1.8
COc1cccc(N2CCN(Cc3nc(N)nc(Nc4ccccc4)n3)CC2)c1,0.98,-1.8,4.8,3.3,8.8,-1.6,5.0,-0.3,8.0
Cc1cc(C)n2cc(CSCc3ccco3)nc2n1,0.98,0.2,-2.8,-17.4,10.5,-5.9,7.3,1.4,-3.5
COC(=O)Cn1ncn2c(cc3oc(C)cc32)c1=O,1,-0.1,1.6,-0.3,18.4,3.1,0.5,-3.1,14.5
CCC(=O)Nc1ccc2nc(SCC(=O)N3CCCC3)sc2c1,0.99,-3.2,-0.9,3.9,-5.4,1.7,9.5,-0.1,-5.6
Cc1cccc(-n2ncc3c(NCc4cccs4)ncnc32)c1,1,-2.7,-2.3,-5.7,4.5,-8.4,-16.6,22.3*,-7.1
Cn1nnnc1P(=O)(c1ccccc1)c1ccccc1,1.05,.,-0.2,-15.0,11.5,3.0,7.5,.,-2.9
N#CC1=C(N)C(C#N)(C#N)[C@H](c2ccoc2)[C@H]2CN(Cc3ccccc3)CC=C12,1.06,-10.7,5.8,-0.2,19.3,-24.6,2.2,-5.8,8.1
O=C(Cn1cnc2ccccc2c1=O)c1ccc2c(c1)OCCO2,1.01,-3.3,-7.4,5.9,17.6,2.3,2.3,5.9,1.9
CCOC(=O)c1c(C)c(-c2ccccc2)n(CC(=O)N2CCCC2)c1C,0.99,-1.3,8.5,-11.5,18.2,-0.7,43.9,-8.3,3.1
CCNC(=O)Cc1ccc(NS(=O)(=O)c2ccc(F)cc2)cc1,0.99,.,10.8,-1.5,3.8,-1.7,20.6,.,8.9
CCN(CC)CCCN1C(=O)C(O)=C(C(=O)c2cccs2)C1c1ccccn1 (stereo not given),1.08,-11.3,-19.9,0.1,5.9,1.9,8.1,3.9,10.4
CCOc1ccc(CCNc2nc3c(c(=O)n(C)c(=O)n3C)n2CC)cc1OCC,1,-3.8,7.8,1.3,-1.9,5.2,-2.9,-2.0,-6.6
O=C(O)Cn1cccc1C(=O)c1ccccc1,1.06,-2.4,6.9,0.4,12.2,0.6,5.6,3.9,8.7
C=CCOc1ccc(/C(O)=C2\C(=O)C(=O)N(CCN(C)C)C2c2cccs2)cc1 (stereo not given),1.06,-7.8,16.1,23.0,8.7,-1.8,-17.3,4.0,-17.6
N#CC1=C2SCN(Cc3ccccc3)CN2C(=O)CC1c1ccccc1F (stereo not given),1.08,-0.3,2.4,-6.9,3.4,-0.9,1.5,-3.1,-4.1
CCCn1c(=O)c2c(c3ccccc31)OC(C)C(=O)N2 (stereo not given),1.07,-0.3,-0.1,10.7,-6.6,2.2,3.0,-1.8,3.9
CCN(CC(=O)N1CCCCCC1)S(=O)(=O)c1ccc(Cl)cc1,1.05,-7.7,-3.7,3.1,9.0,-1.8,9.6,0.2,2.1
CN(C)S(=O)(=O)n1cnc2ccccc21,1.04,0.3,3.8,-15.5,10.6,5.8,3.2,.,4.8
CCOC(=O)c1ccc(N2C(=O)CC(N3CCN(C/C=C/c4ccccc4)CC3)C2=O)cc1 (stereo not given),1.06,-3.1,5.4,-19.7,12.9,-6.1,4.8,3.8,0.8
O=C(NCc1cccs1)Nc1cccs1,0.99,-1.0,-1.7,-7.1,-2.1,-2.7,-0.6,-1.9,7.2
CC(C)CC1N=C2c3ccccc3N=C(SCc3cc(=O)n4ccccc4n3)N2C1=O (stereo not given),1.16,1.3,6.4,-1.0,19.3,-4.0,-1.1,2.0,14.0
CCc1c(C)nc(N)nc1OCC(F)(F)C(F)F,1,-0.3,0.1,-10.7,-8.5,-2.3,7.2,3.2,9.1
CCN1CCN(C(=O)CS(=O)Cc2nc(-c3ccc(OC)cc3)oc2C)CC1 (stereo not given),1.03,0.6,7.1,-5.5,17.0,-10.3,2.8,3.4,0.1
CCOc1cccc(/C(O)=C2/C(=O)C(=O)N(CCOC)C2c2ccncc2)c1 (stereo not given),1.1,2.3,5.2,-12.9,12.6,2.0,8.9,-5.2,7.6
CCOC(=O)CC(=O)Nc1ccccc1C(=O)O,1.03,.,6.4,-12.2,15.3,.,8.0,.,-3.6
O=C(Nc1ccc2c(c1)nc1n2CCN(Cc2ccccc2)C1)c1cccs1,1.03,-11.4,0.8,1.7,-6.1,-3.5,10.9,1.7,-0.1
COc1ccc(Oc2ncnc3c2ncn3Cc2ccccc2)cc1,1.05,-3.9,-2.6,-3.3,7.8,-4.1,3.6,0.7,5.2
CCC(C)(C(=O)NC1CCCC1)N(Cc1cccs1)C(C)=O (stereo not given),1,1.2,5.2,-11.1,1.8,-0.6,1.6,.,-0.6
Cn1c(=O)oc2cc(S(=O)(=O)NC3CCN(Cc4ccccc4)CC3)ccc21,0.97,-3.7,7.0,-8.2,13.7,3.1,-0.4,0.1,-5.7

# Compound profiles (already shown). Screens in order: A340 absorber, Hsp90 inh, FXIa inh mix, Cdc25B inh, AP ELISA ortho, MMP-13 inhibitor, FXIIa mix inh, JNK3 blocker, MKP-1 inh
# Shown for CCCCCCS(=O)Cc1ccccc1 (stereo not given) : 1.03, -2.5, 15.2, 0.0, 7.1, -9.3, -45.2, 2.1, 6.2
# Shown for C=CCOc1ccc(/C(O)=C2\C(=O)C(=O)N(CCN(C)C)C2c2cccs2)cc1 (stereo not given) : 1.06, -7.8, 16.1, 23.0, 8.7, -1.8, -17.3, 4.0, -17.6
# Shown for Cc1ccc(C(=O)N(c2ccccn2)C(C)c2ccco2)cc1 (stereo not given) : 0.98, 1.7, -0.9, -19.5, 12.9, 4.6, 5.2, -2.5, -2.6
